TRPML3 agonist – human TRPML3 channel agonists, primary screen, cell-based, HEK293 TRPML3-YFP, Fluo-8 calcium fluorescence, 3 µM; Mucolipin-3 (Homo sapiens), Q8TDD5; 100% = the carbachol control signal; activation, % at 3 µM; 220,000 compounds, 0.29% hits; AID 1448, 2008;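 active = activation above its plate's cutoff, the mean activation of the plate's test wells plus 3 SD, cut at about 12% in these data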;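 also: 0% = DMSO only wells and 100% = carbachol wells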
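Test system: HEK293 cells stably carrying human TRPML3-YFP; Doses: single dose, 3 µM final nominal compound, 0.3% DMSO final; Schedule: dye loading 1 h 37 °C then 30 min ambient, 125 s read; Technique: Fluo-8 calcium fluorescence; Benchmarks: high control carbachol 87 µM, low control DMSO.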
CHOP inhibitor – inhibitors of CHOP promoter induction, primary screen, cell-based, unfolded protein response, luciferase reporter | inhibition, % at 10 µM | CHO-K1 CHOP-promoter luciferase, tunicamycin-induced, 15-18 h | 220,000 compounds, 3.8% hits;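 active = compounds that reduced the stress-induced luciferase reporter signal by more than about 70% of percent inhibition, limit read from the data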;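 also: 0% = tunicamycin plus vehicle and 100% = wells without tunicamycin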
TNF necrop inh – inhibitors of TNF-alpha triggered necroptosis, primary screen, cell-based, Jurkat FADD-/-, single concentration; activation (protection from cell death), % at 10 µM; Jurkat FADD-/- TNF necroptosis rescue, ATP luminescence, 24 h; 0 = TNF only, 100 = no-TNF cells; AID 463075, 2010; 220,000 compounds, 0.068% hits;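 active = activation, meaning protection from cell death, of at least 50% relative to plate controls; inactive = activation below 50%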;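 also: necroptosis triggered by 40 ng/mL TNF-alpha added together with compound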
Ba/F3 V617F tox – reduced viability of JAK2V617F-dependent Ba/F3 cells, primary screen, JAK2V617F inhibitor project, cell-based, Ba/F3 EpoR-JAK2V617F, luminescence. ATP luminescence. inhibition, % at 5.6 µM. 220,000 compounds, 1.1% hits;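 active = inhibition above the campaign mean plus 3 SD over all tested compounds, cut at about 24% in these data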;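 also: cytokine-independent growth of Ba/F3 cells driven by EpoR plus mutant JAK2; 0% = DMSO-treated cells and 100% = JAK inhibitor I control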
Wee1 stabilizer – Wee1 degradation inhibitors, primary screen, cell-based, HeLa, Wee1K328M-luciferase, luminescence. HeLa Luc-Wee1K328M stability; 100% = proteasome inhibitor MG132 effect. reporter increase, % at 5 µM. 220,000 compounds, 1.2% hits. AID 1321, 2008;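 active = activation above the mean of all tested compounds plus 3 SD, set per screening run, cut at about 8.8% in these data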;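 also: cells exposed to compound for 20 h before luminescence read; 0% = DMSO alone and 100% = MG132 at 30 µM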
Target sequence (P30291 whole entry K328M): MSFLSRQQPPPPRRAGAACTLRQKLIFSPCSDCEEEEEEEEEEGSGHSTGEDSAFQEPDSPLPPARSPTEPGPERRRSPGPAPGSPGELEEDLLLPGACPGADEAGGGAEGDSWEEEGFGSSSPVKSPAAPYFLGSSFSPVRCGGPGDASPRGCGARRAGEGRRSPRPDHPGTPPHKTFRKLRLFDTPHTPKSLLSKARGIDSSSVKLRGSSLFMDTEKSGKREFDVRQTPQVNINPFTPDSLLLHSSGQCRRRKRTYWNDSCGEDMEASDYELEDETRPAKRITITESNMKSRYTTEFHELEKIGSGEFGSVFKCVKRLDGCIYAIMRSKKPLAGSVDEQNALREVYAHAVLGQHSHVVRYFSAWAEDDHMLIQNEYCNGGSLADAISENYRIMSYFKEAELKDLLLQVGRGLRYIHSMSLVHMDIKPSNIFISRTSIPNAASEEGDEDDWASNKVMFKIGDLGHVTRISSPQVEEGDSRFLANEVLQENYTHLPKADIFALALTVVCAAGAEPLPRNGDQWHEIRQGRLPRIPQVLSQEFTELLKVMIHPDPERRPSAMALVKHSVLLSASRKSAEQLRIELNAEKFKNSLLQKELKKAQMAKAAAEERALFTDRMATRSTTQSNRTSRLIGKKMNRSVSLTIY
BaF3 parental – parental Ba/F3 cell viability inhibition, counter-screen for JAK2V617F inhibitor project, murine pro-B, CellTiter-Glo luminescence; CellTiter-Glo ATP luminescence; inhibition, % at 5.6 µM; 220,000 compounds, 1.1% hits; AID 1486, 2009;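 active = inhibition above a per-campaign cutoff, the mean inhibition of all tested compounds plus 3 SD, cut at about 27% in these data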;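 also: 0% = DMSO wells and 100% = JAK Inhibitor I control wells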
TRPN1 ag – zebrafish TRPN1 channel agonists, primary screen, cell-based, HEK293, calcium fluorescence; transient receptor potential cation channel N1 (TRPN1/NompC), Danio rerio; HEK293 zebrafish TRPN1-YFP, Fluo-8 calcium fluorescence; 100% = response to 87 µM carbachol; activation, % at 3 µM; 220,000 compounds, 0.18% hits; AID 1424, 2008;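 active = activation above its plate's cutoff, the mean activation of test wells on that plate plus 3 SD, cut at about 19% in these data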;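 also: 0% = DMSO alone and 100% = 87 µM carbachol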
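Material: zebrafish TRPN1-YFP in HEK293 cells; Doses: single test compound dose, 3 µM nominal, 0.3% DMSO; Timing: dye loading 1 h at 37 °C, then 30 min room temperature; Technique: intracellular calcium fluorescence with Fluo-8; Benchmarks: high carbachol 87 µM, low DMSO alone.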
PPC-1+TRAIL kill – compounds killing PPC-1 cancer cells with TRAIL present, primary screen, TRAIL potentiator project, ATPLite luminescence, uHTS; cell killing (% activity), % at 4 µM; 220,000 compounds, 0.41% hits; AID 1443, 2008; PPC-1 cells + TRAIL, ATPLite viability luminescence;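 active = cell killing above 50% in the first pass at 4 µM, then a duplicate retest at 5 µM averaging 50% or more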;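 also: plate controls were cells with TRAIL plus DMSO for no effect and medium-only wells lacking cells for full effect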
RBBP9 inh – human RBBP9 inhibitors, primary screen, biochemical, fluorescence polarization, FP-Rh probe, HTS; 220,000 compounds, 0.2% hits; inhibition, % at 7.94 µM; recombinant RBBP9; AID 1515, 2009;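 active = inhibition above the campaign mean of all tested compounds plus 3 SD, cut at about 14% in these data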;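 also: plate controls were DMSO wells with RBBP9 for no effect and wells lacking RBBP9 protein for full effect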
Target sequence (O75884 whole entry, looked up): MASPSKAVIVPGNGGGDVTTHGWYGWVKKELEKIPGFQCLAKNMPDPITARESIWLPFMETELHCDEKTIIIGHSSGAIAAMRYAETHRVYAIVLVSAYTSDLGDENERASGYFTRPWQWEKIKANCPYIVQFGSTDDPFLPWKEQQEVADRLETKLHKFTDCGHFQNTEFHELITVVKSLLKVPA
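Controls: DMSO-treated enzyme wells and wells lacking RBBP9 | Material: RBBP9 protein | Technique: Fluorescence polarization | Replication: Single well per compound, no replicates | Buffer or medium: Tris-NaCl-Pluronic buffer, pH 8.0 | Timing: 30 min compound preincubation, 45 min probe labeling, 25 °C | Read-out basis: Percent inhibition from mP, scaled between DMSO and no-protein wells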
Numbers without * were called inactive.

What do the screens show for `COc1cc(C(=O)N/N=C(\Cc2ncc[nH]2)c2ccccc2)cc(OC)c1OC`?
TRPML3 agonist: 0.3; CHOP inhibitor: 66; TNF necrop inh: 0.5; Ba/F3 V617F tox: 4; Wee1 stabilizer: -1; BaF3 parental: 6; TRPN1 ag: 1.2; PPC-1+TRAIL kill: 2; RBBP9 inh: 2

Results for C[N+](C)(C)CCOc1ccc([N+](=O)[O-])cc1 ?
TRPML3 agonist: 1.2; CHOP inhibitor: 2; TNF necrop inh: 0.0; Ba/F3 V617F tox: -2; Wee1 stabilizer: 4; BaF3 parental: 5; TRPN1 ag: 0.1; PPC-1+TRAIL kill: 19; RBBP9 inh: -8

How did CCN(C(=O)COC(=O)c1ccc(Cl)nc1)C1CCS(=O)(=O)C1 (centres undefined) do in these assays?
TRPML3 agonist: 0.6; CHOP inhibitor: -4; TNF necrop inh: -0.5; Ba/F3 V617F tox: -4; Wee1 stabilizer: -1; BaF3 parental: -3; TRPN1 ag: 2.8; RBBP9 inh: 0

How did O=S(=O)(NCC1CCCO1)c1cc(Cl)ccc1Br (centres undefined) do in these assays?
TRPML3 agonist: -0.1; CHOP inhibitor: 40; TNF necrop inh: -0.2; Ba/F3 V617F tox: -1; Wee1 stabilizer: -1; BaF3 parental: 1; TRPN1 ag: -2.2; PPC-1+TRAIL kill: 12; RBBP9 inh: -3

Results for CC(C)c1cc(C(N)=O)c(NC(=O)C2CCC2)s1 ?
TRPML3 agonist: 0.2; CHOP inhibitor: 22; TNF necrop inh: 30; Ba/F3 V617F tox: -4; Wee1 stabilizer: 1; BaF3 parental: -4; TRPN1 ag: -0.8; PPC-1+TRAIL kill: 30; RBBP9 inh: -7

How did CCOC(=O)c1c(NC(=O)C2COc3ccccc3O2)sc2c1CCN(Cc1ccccc1)C2 (centres undefined) do in these assays?
TRPML3 agonist: 0.5; CHOP inhibitor: 14; TNF necrop inh: 2.9; Ba/F3 V617F tox: 3; Wee1 stabilizer: -4; BaF3 parental: 6; TRPN1 ag: 2.0; PPC-1+TRAIL kill: 2; RBBP9 inh: -3

How did COc1cc(S(=O)(=O)NCCCN2CCOCC2)ccc1-n1cnnn1 do in these assays?
TRPML3 agonist: 0.7; CHOP inhibitor: 6; TNF necrop inh: 0.5; Ba/F3 V617F tox: 4; Wee1 stabilizer: -1; BaF3 parental: 10; TRPN1 ag: 1.7; PPC-1+TRAIL kill: 3; RBBP9 inh: -2

Results for CCS(=O)(=O)N1CCN(S(=O)(=O)c2ccccc2)CC1 ?
TRPML3 agonist: 0.8; CHOP inhibitor: 2; TNF necrop inh: 1.0; Ba/F3 V617F tox: 5; Wee1 stabilizer: 0; BaF3 parental: 9; TRPN1 ag: 0.6; PPC-1+TRAIL kill: 10; RBBP9 inh: 2

Results for Cc1ccccc1-n1nc2c(c1NC(=O)c1cccc(F)c1)CS(=O)C2 (centres undefined) ?
TRPML3 agonist: 0.3; CHOP inhibitor: 29; TNF necrop inh: -0.5; Ba/F3 V617F tox: 0; Wee1 stabilizer: 0; BaF3 parental: 6; TRPN1 ag: 2.1; PPC-1+TRAIL kill: -1; RBBP9 inh: -6

What do the screens show for `COC(=O)C1=C(C)N=C2SCCC(=O)N2C1c1ccc(OC(=O)c2ccco2)cc1` (centres undefined)?
TRPML3 agonist: 0.3; CHOP inhibitor: 1; TNF necrop inh: -2.8; Ba/F3 V617F tox: -2; Wee1 stabilizer: 7; BaF3 parental: 1; TRPN1 ag: 0.0; PPC-1+TRAIL kill: -5; RBBP9 inh: -4

Results for Cc1c(NC(=O)C(=O)N/N=C/c2cccs2)c(=O)n(-c2ccccc2)n1C ?
TRPML3 agonist: 0.5; CHOP inhibitor: 10; TNF necrop inh: -2.3; Ba/F3 V617F tox: -6; Wee1 stabilizer: 0; BaF3 parental: 3; TRPN1 ag: -2.3; PPC-1+TRAIL kill: -2; RBBP9 inh: -8

How did COC(=O)c1ccc(OC(=O)c2ccccc2F)cc1 do in these assays?
TRPML3 agonist: 0.2; CHOP inhibitor: 43; TNF necrop inh: 0.9; Ba/F3 V617F tox: -1; Wee1 stabilizer: 2; BaF3 parental: 4; TRPN1 ag: -1.3; PPC-1+TRAIL kill: 4; RBBP9 inh: -3

Quoted at random: 2 compounds from above, in no set order.
Results for Cc1ccccc1-n1nc2c(c1NC(=O)c1cccc(F)c1)CS(=O)C2 (centres undefined) ?
TRPML3 agonist: 0.3; CHOP inhibitor: 29; TNF necrop inh: -0.5; Ba/F3 V617F tox: 0; Wee1 stabilizer: 0; BaF3 parental: 6; TRPN1 ag: 2.1; PPC-1+TRAIL kill: -1; RBBP9 inh: -6

Results for CC(C)c1cc(C(N)=O)c(NC(=O)C2CCC2)s1 ?
TRPML3 agonist: 0.2; CHOP inhibitor: 22; TNF necrop inh: 30; Ba/F3 V617F tox: -4; Wee1 stabilizer: 1; BaF3 parental: -4; TRPN1 ag: -0.8; PPC-1+TRAIL kill: 30; RBBP9 inh: -7

Further records follow:
How did Cc1ccc(NC(=O)c2ccc3c(c2)nnn3C)cc1 do in these assays?
TRPML3 agonist: -0.2; CHOP inhibitor: -38; TNF necrop inh: 1.4; Ba/F3 V617F tox: 5; Wee1 stabilizer: 0; BaF3 parental: 3; TRPN1 ag: 0.0; PPC-1+TRAIL kill: 34; RBBP9 inh: -9

What do the screens show for `C#CCOC(=O)CCC(=O)NCCc1ccccc1`?
TRPML3 agonist: -0.4; CHOP inhibitor: -34; TNF necrop inh: 3.8; Ba/F3 V617F tox: 4; Wee1 stabilizer: 0; BaF3 parental: 2; TRPN1 ag: 1.1; PPC-1+TRAIL kill: 12; RBBP9 inh: -9

Results for COc1ccc(N2CCN(c3cc(C)c4ccccc4n3)CC2)cc1 ?
TRPML3 agonist: -0.4; CHOP inhibitor: 9; TNF necrop inh: 1.7; Ba/F3 V617F tox: 2; Wee1 stabilizer: 2; BaF3 parental: 7; TRPN1 ag: 0.3; PPC-1+TRAIL kill: 10; RBBP9 inh: -9

How did O=C(NC(=S)NNS(=O)(=O)c1ccccc1)c1cccnc1 do in these assays?
TRPML3 agonist: 1.0; CHOP inhibitor: -9; TNF necrop inh: -0.1; Ba/F3 V617F tox: 2; Wee1 stabilizer: 3; BaF3 parental: 5; TRPN1 ag: 1.4; PPC-1+TRAIL kill: 25; RBBP9 inh: -2

How did NCCCCCc1nnc(SCc2ccc(Cl)c(Cl)c2)o1 do in these assays?
TRPML3 agonist: 1.3; CHOP inhibitor: 26; TNF necrop inh: -1.3; Ba/F3 V617F tox: 0; Wee1 stabilizer: 2; BaF3 parental: 3; TRPN1 ag: 0.5; PPC-1+TRAIL kill: 4; RBBP9 inh: -3

Results for O=C(CSc1nc(-c2ccccc2)c(-c2ccccc2)[nH]1)NCc1ccco1 ?
TRPML3 agonist: -0.5; CHOP inhibitor: 54; TNF necrop inh: -2.1; Ba/F3 V617F tox: 0; Wee1 stabilizer: -2; BaF3 parental: 4; TRPN1 ag: -1.0; PPC-1+TRAIL kill: 5; RBBP9 inh: -11

What do the screens show for `CNC(=O)CN(c1ccc2c(c1)OCCO2)S(C)(=O)=O`?
TRPML3 agonist: 0.3; CHOP inhibitor: -2; TNF necrop inh: -0.2; Ba/F3 V617F tox: 3; Wee1 stabilizer: -3; BaF3 parental: 5; TRPN1 ag: 0.1; PPC-1+TRAIL kill: 44; RBBP9 inh: -8

Results for O=C1CCN(C(=O)c2ccccc2)C2CCCCC12 (centres undefined) ?
TRPML3 agonist: 0.1; CHOP inhibitor: 32; TNF necrop inh: -0.6; Ba/F3 V617F tox: 4; Wee1 stabilizer: -2; BaF3 parental: 11; TRPN1 ag: 1.2; PPC-1+TRAIL kill: -14; RBBP9 inh: 1

Results for CCc1ccc2nc(SCC(=O)N(CC)CC)c(C#N)cc2c1 ?
TRPML3 agonist: -0.2; CHOP inhibitor: -11; TNF necrop inh: -2.1; Ba/F3 V617F tox: 4; Wee1 stabilizer: 2; BaF3 parental: 5; TRPN1 ag: 0.2; PPC-1+TRAIL kill: 5; RBBP9 inh: -6

Results for Cc1n(CC(O)COC2CCCCC2)c2ccccc2[n+]1C (centres undefined) ?
TRPML3 agonist: 0.6; CHOP inhibitor: -18; TNF necrop inh: -0.7; Ba/F3 V617F tox: 0; Wee1 stabilizer: -2; BaF3 parental: 15; TRPN1 ag: 0.2; PPC-1+TRAIL kill: 26; RBBP9 inh: 4

How did O=C(CCS(=O)(=O)c1ccc(Br)cc1)NC1CCCC1 do in these assays?
TRPML3 agonist: 0.5; CHOP inhibitor: -21; TNF necrop inh: 0.5; Ba/F3 V617F tox: -1; Wee1 stabilizer: -2; BaF3 parental: 2; TRPN1 ag: -1.0; PPC-1+TRAIL kill: 18; RBBP9 inh: 1

How did CCOC(=O)c1cnc(Nc2nc3ccccc3o2)nc1CN1CCN(C)CC1 do in these assays?
TRPML3 agonist: -0.1; CHOP inhibitor: -7; TNF necrop inh: 5.1; Ba/F3 V617F tox: 6; Wee1 stabilizer: 2; BaF3 parental: 4; TRPN1 ag: 0.6; PPC-1+TRAIL kill: 7; RBBP9 inh: 1

How did CC(=O)Nc1cccc(-c2nc3ccccc3s2)c1 do in these assays?
TRPML3 agonist: 1.3; CHOP inhibitor: -10; TNF necrop inh: -2.9; Ba/F3 V617F tox: 1; Wee1 stabilizer: 0; BaF3 parental: 3; TRPN1 ag: 1.0; PPC-1+TRAIL kill: 29; RBBP9 inh: -6

What do the screens show for `Cc1cccc(NC(=O)Nc2ccncc2)c1`?
TRPML3 agonist: 1.6; CHOP inhibitor: -1; TNF necrop inh: 0.2; Ba/F3 V617F tox: 4; Wee1 stabilizer: 0; BaF3 parental: 11; TRPN1 ag: 1.3; PPC-1+TRAIL kill: 5; RBBP9 inh: -7

What do the screens show for `CCCCCn1c(SCCC(C)C)nc2c1c(=O)[nH]c(=O)n2C`?
TRPML3 agonist: -0.3; CHOP inhibitor: 98*; TNF necrop inh: -2.6; Ba/F3 V617F tox: 0; Wee1 stabilizer: -2; BaF3 parental: 2; TRPN1 ag: 0.2; PPC-1+TRAIL kill: 2; RBBP9 inh: -8
